TRPC4 PAM = allosteric potentiators of mouse TRPC4 channel; Q9QUQ5; HEK293 TRPC4beta/mu-opioid, DAMGO EC20, Fluo-4 Ca2+ flux; hits give high values; B-score at 10 µM; 310,000 compounds, 0.42% hits; AID 2227;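 active = B-score of calcium response area above 5 SD of library B-scores, with initial fluorescence ratio within 5 SD of library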;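 note: B-score of integrated fluorescence ratio over time as area under calcium response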
Platelet DG rel = modulates dense granule release in human platelets; human platelet-rich plasma, SFLLRN dense granule ATP release, luminescence; 300,000 compounds, 0.22% hits; AID 1663; inhibition, %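 (compounds screened at 7.5 µM in platelet-rich plasma)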;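 active = mean replicate score, as percent of positive control, at or above 50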
TRPC4 act = activators of mouse TRPC4 channel; HEK293 TRPC4beta/mu-opioid, Fluo4 calcium fluorescence; hits give high values; 310,000 compounds, 0.49% hits; B-score at 10 µM; Q9QUQ5;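 active = B-score above 5 SD of library B-scores, and initial fluorescence ratio not above library mean plus 5 SD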;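 note: positive B-score marks a calcium rise read as TRPC4 activation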
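Assay system: HEK293 cells stably co-expressing mouse TRPC4beta and mu-opioid receptor / Timing: Fluo4 dye loading 45 min at room temperature, 110 s recording / Signal: Fluo4 calcium-sensitive dye fluorescence, kinetic, 1 Hz baseline / Read-out: integrated baseline-normalised fluorescence ratio, converted to per-well B score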
KCNQ1 act = potentiators or activators of human KCNQ1 potassium channel; P51787; 310,000 compounds, 0.35% hits; AID 2648; CHO-K1 KCNQ1, thallium flux FluxOR fluorescence; hits give high values; B-score at 10 µM;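 active = fluorescence ratio B-score, a plate-corrected score, at least three library SD, with initial intensity B-score within 5 SD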
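Assay system: CHO-K1 cells stably expressing KCNQ1. Medium: assay buffer for compound exposure, DMSO matched across wells. Timing: 37 °C overnight plating, 90-min dark dye load, 20-min compound pretreatment. Signal: kinetic FluxOR fluorescence, 10 s baseline plus 110 s post-stimulus.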
hERG protect = compounds protecting human hERG from proarrhythmic drug block. CHO-hERG, FluxOR thallium flux, dofetilide IC70 present. activation (rescue from dofetilide block), less the hit threshold, % at 10 µM. 310,000 compounds, 0.51% hits;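 active = activation above the mean of controls blocked by dofetilide plus 5 SD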;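 note: thallium influx through hERG after potassium depolarization seen as dye fluorescence rise; in these data hits start at about 4.7%; inactives centre near -7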
DYRK1A inh = Dyrk1A (rat) kinase inhibition; Q63470; inhibition, % at 12.5 µM; ADP-Glo luminescence, NFATc1 peptide; 310,000 compounds, 0.43% hits; in the data active = inhibition above about 50%;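 note: plate controls were vehicle with enzyme for no effect and no enzyme for full effect; many of its hits are not listed in these tables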
KCNQ1 inh = human KCNQ1 channel inhibition; B-score at 10 µM; CHO-K1 KCNQ1, FluxOR thallium flux fluorescence; hits give high values; 310,000 compounds, 1.3% hits; AID 2642;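 active = compounds whose thallium flux B-score, printed positive for inhibition, exceeds three library SD while starting fluorescence stays within three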;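 note: channel opened by potassium depolarization with thallium stimulus after 20 min compound exposure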
TRPC4 block = inhibitors of mouse TRPC4 channel; HEK293 TRPC4beta/mu-opioid, DAMGO-evoked Fluo4 calcium flux; hits give low values; B-score at 10 µM; 300,000 compounds, 0.39% hits;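 active = B-score over 3 SD under the library average, no early fluorescence shift, positive overall ratio signal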
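Assay system: Stable TRPC4beta/mu-opioid receptor HEK293 cells | Reagent: DAMGO in two steps, submaximal then maximal | Compound dosing: Single concentration per test compound | Signal: Fluo4 Ca2+ flux fluorescence | Evaluation: Per-well B score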
KCNK9 inh = inhibitors of human KCNK9 two-pore domain potassium channel; Q9NPC2; HEK293 KCNK9, FluxOR thallium flux fluorescence; hits give low values; B-score at 10 µM; 310,000 compounds, 1.2% hits; AID 488922;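 active = ratio B-score over 3 SD below the library mean, with starting fluorescence within 5 SD of its mean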;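 note: negative B-score means less thallium flux so channel inhibition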
Target sequence (Q9NPC2 whole entry, looked up, the tested form may be a part): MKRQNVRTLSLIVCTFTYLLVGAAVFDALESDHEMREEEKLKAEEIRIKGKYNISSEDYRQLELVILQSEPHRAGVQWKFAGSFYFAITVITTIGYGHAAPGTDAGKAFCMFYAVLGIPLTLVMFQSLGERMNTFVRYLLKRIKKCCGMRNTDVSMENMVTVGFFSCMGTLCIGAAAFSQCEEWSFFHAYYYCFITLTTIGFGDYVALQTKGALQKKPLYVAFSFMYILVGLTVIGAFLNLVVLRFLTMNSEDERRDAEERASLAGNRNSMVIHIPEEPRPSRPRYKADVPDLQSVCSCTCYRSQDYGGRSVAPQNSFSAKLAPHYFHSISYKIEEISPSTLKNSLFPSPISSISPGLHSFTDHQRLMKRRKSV
PolyA inh = blocks polyadenylation in yeast reporter cells | S. cerevisiae SKY197-pL101 polyadenylation reporter, beta-gal luminescence; efflux-impaired pdr1/pdr3 knockout yeast; score 100 = 6 SD above DMSO | calls only at 12 µM | 300,000 compounds, 0.02% hits | AID 1875;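 active = lowest replicate activity score at least 50, where 100 means six control SD above control mean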;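 note: yeast exposed to compound for 9 h at 30 °C; higher score means more reporter readthrough which indicates perturbed polyadenylation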
KCNK3 inh = human KCNK3 channel inhibition, primary screen | O14649 | CHO-KCNK3 thallium flux, FluxOR fluorescence; hits give low values | B-score at 10 µM | 340,000 compounds, 0.84% hits;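 active = B-score under library mean minus 4 SD, starting fluorescence ratio at most library mean plus 5 SD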;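 note: more negative B-score means stronger inhibition of thallium flux through KCNK3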
Target sequence (O14649 whole entry, looked up): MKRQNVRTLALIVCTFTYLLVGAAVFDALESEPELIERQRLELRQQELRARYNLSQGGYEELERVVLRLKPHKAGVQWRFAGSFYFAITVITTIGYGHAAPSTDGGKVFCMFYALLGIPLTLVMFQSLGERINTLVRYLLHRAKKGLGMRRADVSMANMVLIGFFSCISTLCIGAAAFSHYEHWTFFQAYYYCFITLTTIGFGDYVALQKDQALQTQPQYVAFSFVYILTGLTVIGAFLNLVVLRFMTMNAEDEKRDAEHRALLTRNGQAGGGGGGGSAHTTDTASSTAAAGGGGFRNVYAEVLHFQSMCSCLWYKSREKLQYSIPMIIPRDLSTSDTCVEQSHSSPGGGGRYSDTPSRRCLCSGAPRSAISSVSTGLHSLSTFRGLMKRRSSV
The depositor's hits bear a star; i = inactive; . = no result given; & = joins results of further samples. A portion of the library (hit frequency here may not be typical).

Values run as follows: TRPC4 act | TRPC4 block | KCNK9 inh | PolyA inh | KCNQ1 inh | hERG protect | KCNK3 inh | Platelet DG rel | DYRK1A inh | TRPC4 PAM | KCNQ1 act
1. Cc1ccc(OCC(=O)Nc2ccc(C)c(S(=O)(=O)N3CCCCCC3)c2)c([N+](=O)[O-])n1
  i | i | i | i | i | -8 | i | 1 | 1 | i | i
2. CSc1nnc(C)c(=O)n1COC(=O)COc1ccccc1C
  i | i | i | i | i | -7 | i | 0 | -3 | i | i
3. COc1ccc(C2NC(=O)CCC2[N+](=O)[O-])c(OC)c1OC (centres undefined)
  i | i | i | i | i | -2 | i | -3 | . | i | i
4. CCOC(=O)C1=C(C)OC(N)=C(C#N)C1c1cc2c(cc1Br)OCO2 (centres undefined)
  i | i | i | i | i | -16 | i | -4 | 54* | i | i
5. Cc1ccc2nc(-c3ccc(-c4cccc(Cl)c4)cc3)c(NCc3ccccc3)n2c1
  i | i | i | i | i | -25 | i | -1 | -3 | i | i
6. Cc1c(C(=O)Nc2ccncc2)sc2nc(-c3ccccc3)cn12
  i | i | i | i | i | -8 | i | 16 | 10 | i | i
7. CCOC(=O)N1CCC(NC(=O)C2CCN(C(=O)N3CCOc4ccccc43)CC2)CC1
  i | i | i | i | i | -7 | i | 4 | -7 | i | i
8. CC(=O)c1cc(C#N)c(N2CCCCC2)nc1C
  i | i | i | i | i | -4 | i | -1 | -2 | i | i
9. O=C(O)c1ccccc1C(=O)c1cccc2ccccc12
  i | i | i | i | i | -6 | i | -1 | -1 | i | i
10. C[C@H]1CN(Cc2ccccc2)C(=O)[C@@H]1CC(=O)NCc1ccccc1
  i | i | i | i | i | -7 | i | -2 | 1 | i | i
11. CCCCn1c(C2CCCCC2)nc2cc3[nH]c(=O)c(C(C)C)nc3cc21
  i | i | i | i | i | -21 | i | -14 | 1 | i | i
12. CCOC(=O)C(C(=O)OCC)C1CS(=O)(=O)CC1C(C(=O)OCC)C(=O)OCC (centres undefined)
  i | i | i | i | i | -2 | i | 3 | 0 | i | i
13. CCN1C(=O)[C@H]2[C@@H](c3ccc(-c4ccc(F)cc4)c(OC)c3)N[C@@](CC(C)C)(C(=O)OC)[C@H]2C1=O
  i | i | -12* | i | i | -14 | . | -4 | . | i | i
14. Cc1noc(C)c1COc1ccc(C(=O)OCC(=O)c2ccc3c(c2)OCCO3)cc1
  i | i | i | i | i | -1 | i | -1 | -6 | i | i
15. Clc1ccc2[nH]c3c(NCCN4CCOCC4)ncnc3c2c1
  i | i | i | i | i | -17 | i | 2 | 19 | i | i
16. CCCCCCC1CCC(C(=O)N2CCOCC2)CC1 (centres undefined)
  i | i | i | i | i | 3 | i | -1 | -4 | i | i
17. Fc1ccc(-c2nc(-c3cccs3)no2)cc1
  i | i | i | i | i | -9 | i | 5 | -5 | i | i
18. Cc1ccccc1NS(=O)(=O)c1ccc(C(=O)N2CCN(c3ccccc3O)CC2)cc1
  i | i | i | i | i | -9 | i | -8 | -6 | i | i
19. Cc1cc(C)cc(NC(=O)Nc2ccc(-n3ccc(C(F)(F)F)n3)cc2)c1
  i | i | i | i | i | -8 | i | -1 | . | i | i
20. COC(=O)c1c(NC(=O)CN2CCN(c3ccccc3Cl)CC2)sc(C)c1C
  i | i | i | i | i | -3 | i | -4 | -5 | i | i

Random excerpt: 2 entries already listed.
Values run as follows: TRPC4 act | TRPC4 block | KCNK9 inh | PolyA inh | KCNQ1 inh | hERG protect | KCNK3 inh | Platelet DG rel | DYRK1A inh | TRPC4 PAM | KCNQ1 act
15. Clc1ccc2[nH]c3c(NCCN4CCOCC4)ncnc3c2c1
  i | i | i | i | i | -17 | i | 2 | 19 | i | i
14. Cc1noc(C)c1COc1ccc(C(=O)OCC(=O)c2ccc3c(c2)OCCO3)cc1
  i | i | i | i | i | -1 | i | -1 | -6 | i | i

(next part)
Values run as follows: TRPC4 act | TRPC4 block | KCNK9 inh | PolyA inh | KCNQ1 inh | hERG protect | KCNK3 inh | Platelet DG rel | DYRK1A inh | TRPC4 PAM | KCNQ1 act
21. COC(=O)[C@H](C)NC(=O)NC1CCN(Cc2ccccc2)CC1
  i | i | i | i | i | -7 | i | 1 | 4 | i | i
22. COc1ccc(-c2nn3c(-c4ccccn4)nnc3s2)cc1OC
  i | i | i | i | i | -13 | i | -1 | 3 | i | i
23. C1CN(CC23CC4CC(CC(C4)C2)C3)CCO1
  i | i | i | i | i | -4 | i | -1 | 5 | i | i
24. CCCSc1ncccc1C(=O)O
  i | i | i | i | i | -7 | i | 6 | 4 | i | i
25. Cc1ccc(N2C(=O)CC(N3CCN(S(=O)(=O)c4ccccc4)CC3)C2=O)c(C)c1 (centres undefined)
  i | i | i | i | i | -8 | i | 6 | 4 | i | i
26. CC1(C)NC(=O)N(CC(=O)N2CCN(c3cccc(C(F)(F)F)c3)CC2)C1=O
  i | i | i | i | i | -7 | i | -8 | 3 | i | i
27. O=C(OCC(=O)N1CCN(C(=O)c2ccco2)CC1)c1ccccc1C(=O)c1ccc(Cl)cc1
  i | i | i | i | i | -7 | i | 10 | -2 | i | i
28. CCOC(=O)Nc1ccc2c(c1)nc(CN1CCOCC1)n2C
  i | i | i | i | i | -8 | i | 7 | -13 | i | i
29. CN(CC(=O)Nc1ccc(F)cc1)C(=O)COC(=O)/C=C/c1cccs1
  i | i | i | i | i | -16 | i | -2 | 9 | i | i
30. CC/C(=N\NC(=O)c1nnn(-c2nonc2N)c1CN(C)c1ccccc1)c1ccccc1
  i | i | i | i | i | -9 | i | -1 | -4 | i | i
31. O=C(NNC(=O)c1cnccc1C(F)(F)F)c1ccc(Cl)cc1
  i | i | i | i | i | -5 | i | 0 | -6 | i | i
32. Cc1ccc(CN2C(=O)CCC2C(=O)NCCCN2CCC(C)CC2)cc1 (centres undefined)
  i | i | i | i | i | -4 | i | -6 | 3 | i | i
33. COc1cccc(C2=NOC(C(=O)NCc3cccnc3)C2)c1 (centres undefined)
  i | i | i | i | i | -8 | i | 0 | -1 | i | i
34. Cc1ccc(NC(=O)C2C3C=CC4(O3)C2C(=O)N(CCCN2CCCC(C)C2)C4C(=O)NC2CCCCC2)cc1 (centres undefined)
  i | i | i | i | i | -7 | i | 2 | -2 | i | i
35. Cc1cc(C)cc(C(=O)NCC(=O)OCc2cc([N+](=O)[O-])cc3c2OCOC3)c1
  i | i | i | i | i | -5 | i | 4 | -4 | i | i
36. O=C(NN1CCOCC1)c1cccc(Cl)c1
  i | i | i | i | i | -5 | i | 1 | -11 | i | i
37. O=C(CCn1ccc2cc(S(=O)(=O)N3CCCC3)ccc21)NCc1cccc(F)c1
  i | i | i | i | i | -2 | i | -1 | 6 | i | i
38. COc1ccc(N=C(N(C)C)P(=O)(N(C)C)N(C)C)cc1
  i | i | i | i | i | 0 | i | 3 | -3&-6 | i | i
39. Oc1ccccc1CNc1ncc(Br)cc1Br
  i | i | i | i | i | -7 | i | 13 | 4 | i | i
40. Cc1ccc([N+](=O)[O-])c2c1C(N1CCCC1)C(C)(C)O2 (centres undefined)
  i | i | i | i | i | -7 | i | 10 | 5 | i | i

Reprinted, entries 25–28
Values run as follows: TRPC4 act | TRPC4 block | KCNK9 inh | PolyA inh | KCNQ1 inh | hERG protect | KCNK3 inh | Platelet DG rel | DYRK1A inh | TRPC4 PAM | KCNQ1 act
25. Cc1ccc(N2C(=O)CC(N3CCN(S(=O)(=O)c4ccccc4)CC3)C2=O)c(C)c1 (centres undefined)
  i | i | i | i | i | -8 | i | 6 | 4 | i | i
26. CC1(C)NC(=O)N(CC(=O)N2CCN(c3cccc(C(F)(F)F)c3)CC2)C1=O
  i | i | i | i | i | -7 | i | -8 | 3 | i | i
27. O=C(OCC(=O)N1CCN(C(=O)c2ccco2)CC1)c1ccccc1C(=O)c1ccc(Cl)cc1
  i | i | i | i | i | -7 | i | 10 | -2 | i | i
28. CCOC(=O)Nc1ccc2c(c1)nc(CN1CCOCC1)n2C
  i | i | i | i | i | -8 | i | 7 | -13 | i | i

The results go on.
Values run as follows: TRPC4 act | TRPC4 block | KCNK9 inh | PolyA inh | KCNQ1 inh | hERG protect | KCNK3 inh | Platelet DG rel | DYRK1A inh | TRPC4 PAM | KCNQ1 act
41. O=C1CC(C(=O)NCc2ccccc2)C2(CCCC2)O1 (centres undefined)
  i | i | i | i | i | -5 | i | -8 | 1 | i | i
42. CC(C)(O)C(=O)NNC(=S)Nc1ccc(F)c(Cl)c1
  i | i | i | i | i | -17 | i | 9 | -1 | i | i
43. CC(NC(=O)CSc1ncnc2nc[nH]c12)c1ccccc1 (centres undefined)
  i | i | i | i | i | -6 | i | -2 | 25 | i | i
44. O=c1[nH]c2ccccc2n1CCCSc1cnc2ccccc2n1
  i | i | i | i | i | -11 | i | -2 | 37 | i | i
45. O=C(COC(=O)c1ccccc1Br)Nc1nnc(-c2ccccc2)o1
  i | i | i | i | i | -7 | i | -2 | -6 | i | i
46. Cc1ccc(S(=O)(=O)NCC(=O)OCC(=O)N2CCc3ccccc32)cc1
  i | i | i | i | i | -9 | i | -17 | 4 | i | i
47. CC1(C)CC(=O)C2=C(C1)N(CCN1CCOCC1)C1=C(C(=O)CC(C)(C)C1)C2c1cccc(Cl)c1
  i | i | i | i | i | -8 | i | 0 | -2 | i | i
48. COCC(=O)NCCc1nc(-c2ccccc2)cs1
  i | i | i | i | i | -2 | i | . | 0 | i | i

Screen by screen, quoted from above:
Platelet DG rel, entries 41 to 44 → -8, 9, -2, -2
TRPC4 PAM, entries 41 to 44 → i, i, i, i

Screens as filed in PubChem BioAssay.
